M1 PAM parental: nonselective activator or artifact in parental CHO-K1 calcium assay; ATP EC20, Fluo-8 calcium fluorescence; 0% at ATP EC20, 100% at ATP max; activation, % at 3 µM; hit rate 0.02% among 360,000; AID 602247;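 active = activation above the run cutoff, the mean activation of all test compounds plus 3 SD, cut at about 40% in these data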;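 note: peak over basal fluorescence ratio in a 140 s read after ATP addition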
CHO-K1 Ca ag: counter-screen for M1 agonists: effect in parental CHO-K1 cells; hit rate 0.48% among 360,000; AID 602248; activation, % at 3 µM; Fluo-8 calcium fluorescence; scaled to maximal ATP response, vehicle zero; in the data active = activation above about 15%;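 note: untransfected CHO-K1 host cells lacking M1 receptor as counterscreen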
M4 PAM: positive allosteric modulators of human muscarinic M4 receptor; activation, % at 3 µM; hit rate 0.4% among 360,000; P08173; CHO-K1 hM4/Gqi5, Fluo-8 calcium fluorescence, ACh EC20; 0% = ACh EC20, 100% = maximal ACh; AID 624126;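 active = activation above its plate's cutoff, the mean activation of sample wells plus 3 SD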; note: some results filed as inactive read as strong as hits
Target sequence (P08173 whole entry, looked up): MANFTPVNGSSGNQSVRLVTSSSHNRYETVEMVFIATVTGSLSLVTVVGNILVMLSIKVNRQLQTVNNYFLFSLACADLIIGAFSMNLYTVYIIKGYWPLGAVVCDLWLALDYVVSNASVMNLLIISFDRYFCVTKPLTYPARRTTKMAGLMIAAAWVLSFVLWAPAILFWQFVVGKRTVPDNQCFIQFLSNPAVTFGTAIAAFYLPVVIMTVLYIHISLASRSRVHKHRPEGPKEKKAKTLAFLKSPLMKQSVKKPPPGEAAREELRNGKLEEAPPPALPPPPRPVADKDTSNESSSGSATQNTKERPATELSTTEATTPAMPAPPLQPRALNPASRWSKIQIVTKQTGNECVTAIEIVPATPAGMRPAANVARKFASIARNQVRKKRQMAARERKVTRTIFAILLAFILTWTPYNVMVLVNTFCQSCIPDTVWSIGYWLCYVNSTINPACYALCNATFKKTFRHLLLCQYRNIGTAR
CHRM5 agonist: CHRM5 agonism in calcium assay. P08912. CHO-K1 hM5 cells, Fluo-8 calcium fluorescence; 0% DMSO wells, 100% maximal acetylcholine response. activation, % at 3 µM. hit rate 0.19% among 360,000;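 active = activation above the run's mean over test compounds plus 3 SD, cut at about 23% in these data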;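 note: signal is peak over basal fluorescence ratio across the kinetic read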
Target sequence (P08912 whole entry, looked up): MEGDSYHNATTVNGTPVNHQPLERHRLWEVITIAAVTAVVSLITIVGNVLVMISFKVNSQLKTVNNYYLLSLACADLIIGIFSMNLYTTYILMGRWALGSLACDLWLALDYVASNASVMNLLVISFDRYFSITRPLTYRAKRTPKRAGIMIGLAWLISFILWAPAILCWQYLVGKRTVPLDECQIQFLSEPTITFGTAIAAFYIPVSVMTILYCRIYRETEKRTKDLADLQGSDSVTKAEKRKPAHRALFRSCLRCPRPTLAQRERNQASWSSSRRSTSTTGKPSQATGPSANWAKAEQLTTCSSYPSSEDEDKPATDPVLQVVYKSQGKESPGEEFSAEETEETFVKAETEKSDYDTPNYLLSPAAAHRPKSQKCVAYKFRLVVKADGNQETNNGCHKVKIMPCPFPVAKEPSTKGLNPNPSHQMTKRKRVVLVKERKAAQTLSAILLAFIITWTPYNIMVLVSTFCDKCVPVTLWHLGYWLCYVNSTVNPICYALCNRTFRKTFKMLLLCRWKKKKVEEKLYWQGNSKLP
CHRM5 PAM: potentiates acetylcholine response at human M5 receptor | CHO-K1 hM5, Fluo-8 calcium, ACh EC20 PAM; 0% = ACh EC20, 100% = ACh EC100 | hit rate 0.3% among 360,000 | AID 624038 | P08912 | activation, % at 3 µM;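 active = activation above the run cutoff, the mean activation of all test compounds plus 3 SD, cut at about 18% in these data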
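Assay system: CHO-K1 hM5 cells. Also added: acetylcholine at EC20 concentration, added after compound. Dosing: 3 µM, single dose. Times: compound preincubation 140 s before EC20 acetylcholine addition. Signal: Fluo-8 calcium fluorescence. Measure: % activation relative to EC20 and EC100 ACh responses. Repeats: singlicate, one well per test compound.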
M5 antag: CHRM5 antagonism in calcium assay | CHO-hM5 cells, Fluo-8 calcium fluorescence, ACh EC80 | hit rate 0.59% among 360,000 | inhibition, % at 3 µM | P08912;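 active = inhibition above a per-plate cutoff, the mean of that plate's test compounds plus 3 SD, cut at about 27% in these data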;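 note: 0% = acetylcholine EC80 with DMSO and 100% = DMSO without agonist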
CHRM4 agonist: CHRM4 agonism in calcium assay; CHO-K1 hM4/Gqi5, Fluo-8 calcium fluorescence; vehicle 0%, full acetylcholine response 100%; activation, % at 3 µM; hit rate 0.14% among 360,000; AID 624127;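 active = activation above the run mean over all test wells plus 3 SD, cut at about 32% in these data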;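 note: peak over basal fluorescence ratio per well then scaled between controls; 0% = DMSO wells and 100% = acetylcholine at EC100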
CHO-K1 Ca antag: counter-screen for M1 antagonists: effect in parental CHO-K1 cells. hit rate 0.6% among 360,000. ATP-induced calcium, Fluo-8 fluorescence. inhibition, % at 3 µM;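 active = inhibition above a per-plate cutoff, the plate's mean sample inhibition plus 3 SD, cut at about 24% in these data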;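 note: 0% = DMSO plus EC80 ATP and 100% = DMSO alone without ATP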
CHRM4 antagonist: antagonists of human muscarinic M4 receptor (CHRM4); CHO-hM4 cells, ACh EC80, Fluo-8 calcium fluorescence; inhibition, % at 3 µM; hit rate 0.73% among 360,000; AID 624125;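 active = inhibition above its plate's cutoff, the mean inhibition of sample wells plus 3 SD, cut at about 27% in these data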;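 note: 0% = acetylcholine EC80 with DMSO and 100% = DMSO without agonist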
Numbers without * were called inactive. The order is random; any-hit rate near 2.7%.

SMILES	CHRM5 agonist	CHRM5 PAM	M5 antag	M4 PAM	CHRM4 agonist	CHO-K1 Ca ag	CHRM4 antagonist	M1 PAM parental	CHO-K1 Ca antag
CC(C)=CCC/C(C)=C/CNC(=O)C[C@H]1C[C@H](C(=O)N2CCOCC2)[C@@]2(CCC3CCCC3)c3[nH]c4cc(CCC(=O)N(C)C)ccc4c3CCN2C1=O	-0.5	4.2	-2.1	1.4	0.9	0.7	1.0	3.9	-17.7
Cc1c(NC(=O)CN2C(=O)c3cccc4cccc2c34)c(=O)n(-c2ccccc2)n1C	-4.8	11.3	-11.4	8.0	0.2	0.6	-11.7	12.6	-11.4
CCN(CC)S(=O)(=O)c1ccc(N2CCOCC2)c(NC(=O)c2[nH]c(C)c(C(C)=O)c2C)c1	2.7	-3.2	10.9	28.9*	9.3	1.6	-3.1	-0.1	-4.5
CC(C)(C)c1ccc2c(c1)OCC(C(=O)O)O2 (stereo unspecified)	-4.4	1.7	-2.2	9.4	0.5	1.0	0.0	22.6	-7.3
CC1(C)Oc2ccc(C(=O)NC3CCCC3)cc2N(CC(=O)NC2CCCCC2)C1=O	1.3	4.1	-1.7	7.3	0.2	-0.2	-4.0	18.8	-7.9
Cn1cnc(S(=O)(=O)N2CCN(c3cccc(C(F)(F)F)c3)CC2)c1	1.8	4.8	-16.3	2.0	1.7	3.1	2.5	2.1	-9.5
Cc1cccc(N2C(=O)c3cccc4cccc(c34)C2=O)c1	0.7	1.1	4.8	2.1	1.1	0.5	-3.1	14.5	-15.6
CC(=O)Nc1ccc(S(=O)(=O)NCC(=O)OCC(=O)c2ccc[nH]2)cc1	-1.5	-2.3	15.7	7.4	1.1	0.9	-2.1	15.0	-13.9
COc1ccc(C2=NN(C(C)=O)C(c3cccs3)C2)cc1OC (stereo unspecified)	10.6	-0.6	-65.5	7.7	-0.4	0.0	-4.7	-8.8	13.3
CC(NS(=O)(=O)c1ccc(OCC(=O)NCc2cccnc2)cc1)c1ccccc1 (stereo unspecified)	-3.9	1.5	-5.0	0.8	1.0	0.7	-9.1	-2.7	-22.5
CN1CCN(C=NC2=NN(c3cccc(C(F)(F)F)c3)CC2)CC1	-0.9	5.8	-3.2	0.5	1.8	1.6	8.9	27.6	-10.8
O=C(Oc1cccc2cccnc12)c1ccc2c(c1)OCCO2	-6.1	0.9	-2.9	1.8	1.6	0.1	-0.2	1.8	-12.5
Cc1cccc(C(=O)NNC(=O)C2CCN(C(=O)OC(C)(C)C)CC2)c1	-0.9	-2.5	-5.8	8.4	1.2	0.3	-11.6	14.1	-8.9
CCOc1ncccc1C(=O)Nc1cccc(S(=O)(=O)N2CCCCC2)c1	0.0	4.3	-4.7	15.8	1.4	-0.2	-11.0	-1.9	-2.4
CC(C)NC(=O)N(C)C[C@H]1OCCCC[C@@H](C)Oc2ccc(N(C)C)cc2C(=O)N([C@H](C)CO)C[C@@H]1C	0.0	-2.1	1.4	-1.9	-0.8	-0.5	-9.7	5.4	20.6
NC(=O)c1cc(N2C(=O)C=CC2=O)ccc1Cl	-2.3	-1.4	-4.6	0.4	0.1	0.4	8.7	17.8	-8.7
CCc1cccc(CC)c1NC(=O)CNCc1cccs1	-3.5	1.5	-0.5	3.5	-0.1	1.5	-1.6	0.6	-16.1
Nc1nnnn1CC(=O)N/N=C/c1cccs1	-1.1	-1.5	9.0	0.1	1.5	0.2	-0.6	-5.1	8.8
O=C(/C=C/c1ccccc1)N(Cc1cccs1)C1CCS(=O)(=O)C1 (stereo unspecified)	2.7	3.5	1.8	0.0	1.0	1.3	-3.7	24.3	-12.0
O=C(NCc1ccccc1)c1ccc(NC(=O)C2CCCC2)cc1	-0.4	4.4	1.8	-1.5	0.8	1.6	7.3	17.5	-7.1

4 compounds out of the list above, arranged by the value under CHRM4 agonist, lowest first.
| Structure | CHRM5 agonist | CHRM5 PAM | M5 antag | M4 PAM | CHRM4 agonist | CHRM4 antagonist |
| --- | --- | --- | --- | --- | --- | --- |
| NC(=O)c1cc(N2C(=O)C=CC2=O)ccc1Cl | -2.3 | -1.4 | -4.6 | 0.4 | 0.1 | 8.7 |
| O=C(/C=C/c1ccccc1)N(Cc1cccs1)C1CCS(=O)(=O)C1 (stereo unspecified) | 2.7 | 3.5 | 1.8 | 0.0 | 1.0 | -3.7 |
| Cc1cccc(C(=O)NNC(=O)C2CCN(C(=O)OC(C)(C)C)CC2)c1 | -0.9 | -2.5 | -5.8 | 8.4 | 1.2 | -11.6 |
| CN1CCN(C=NC2=NN(c3cccc(C(F)(F)F)c3)CC2)CC1 | -0.9 | 5.8 | -3.2 | 0.5 | 1.8 | 8.9 |

(further entries)
SMILES	CHRM5 agonist	CHRM5 PAM	M5 antag	M4 PAM	CHRM4 agonist	CHO-K1 Ca ag	CHRM4 antagonist	M1 PAM parental	CHO-K1 Ca antag
CCc1cccc(C)c1NC(=O)N(C)C1CCCCC1	-1.7	4.0	1.0	4.8	0.7	0.6	-5.3	9.9	-2.7
COc1ccc(NC(=O)COC(=O)COc2cccc3c2OC(C)(C)C3)cc1	-2.7	4.3	-17.3	-8.1	2.5	1.0	6.0	-2.6	-5.2
CCOC(=O)c1sc(NCC2CCCO2)nc1C (stereo unspecified)	-2.6	-7.5	-3.7	2.7	0.3	2.8	-3.8	19.1	-13.1
Cc1cc(Cl)c(S(=O)(=O)NC(C)C)cc1OCC(N)=O	1.6	3.1	-1.0	0.1	1.4	0.1	0.9	-12.6	18.1
C/C(=N/NS(=O)(=O)c1cc(C)ccc1C)c1ccc2c(c1)OCO2	-0.6	-5.6	7.0	-1.0	0.1	0.7	-4.4	1.7	-5.9
CNc1oc(-c2cccc3ccccc23)nc1C#N	-3.2	-3.3	0.2	9.2	0.7	-0.3	-7.4	1.8	0.6
COc1ccc(CCNC(=O)C2CCCN(S(=O)(=O)c3ccccc3)C2)cc1 (stereo unspecified)	-1.6	6.5	-17.7	1.1	4.9	5.8	-9.1	22.5	-16.2
O=C(N/N=C/c1sc(N2CCOCC2)nc1-c1ccccc1)c1ccc(O)cc1	-0.3	-6.4	1.1	-6.0	3.2	2.0	3.9	9.3	-1.4
COCCn1c(N)c(N(Cc2ccccc2)C(=O)COc2ccc(F)cc2Cl)c(=O)[nH]c1=O	0.9	-1.4	3.8	10.4	0.3	0.8	-7.4	-9.3	3.7
CCOC(=O)C1(Cc2ccc(O)cc2)NC(c2ccco2)C2C(=O)N(c3ccccc3F)C(=O)C21 (stereo unspecified)	6.3	-6.7	12.7	0.2	3.1	0.8	8.4	-7.1	9.5
O=C(CN(C(=O)c1csnn1)c1ccccc1F)NC1CCCCC1	-2.6	4.8	-5.8	4.2	2.1	3.0	1.8	23.3	-15.3
O=C(Nc1cccc(-c2nnc(-c3ccccc3)o2)c1)c1ccc(Br)o1	-0.2	-13.1	20.4	-15.1	15.8	7.4	14.7	11.7	3.8
O=C(c1cccc(S(=O)(=O)NCc2ccccc2)c1)N1CCN(Cc2ccccc2)CC1	-5.2	2.2	-1.0	-5.6	3.0	0.9	-1.7	1.0	3.1
COCCNC(=O)C1(C)Cc2c(-c3cccc(NC(C)=O)c3)ccnc2O1 (stereo unspecified)	1.9	-4.7	7.5	-0.5	0.2	-0.1	-9.4	-10.2	11.5
COc1ccc(Cl)cc1NC(=O)Nc1ccccc1SC	-2.5	7.2	2.0	-3.7	-1.9	-0.4	2.9	-20.1	6.3
COC(=O)CSc1ncc(C#N)c(N)n1	-1.2	-6.1	3.3	16.7	1.0	-0.3	-10.2	-1.5	-2.8
Cc1ccc(Nc2nc(C)cc(C)c2C#N)c(C)c1	-1.2	-2.7	2.1	7.3	-2.2	-0.4	5.0	10.4	-6.5
COCc1cccc(-c2csc(C(O)c3ccc(F)cc3)n2)c1 (stereo unspecified)	1.8	-5.1	-0.3	-4.9	5.4	4.2	0.1	12.4	-13.1
Cc1ccc(OCC(=O)N(C)CC(=O)NCc2ccco2)c(Br)c1	0.6	-2.9	3.1	2.9	0.1	0.3	-13.6	6.4	-13.4
Cc1onc(-c2ccccc2Cl)c1C(=O)N(Cc1ccccc1)C(C)C	-2.4	-6.6	1.7	4.6	4.4	1.2	-14.3	2.6	-18.3

A few values from the entries so far:
Value of O=C(CN(C(=O)c1csnn1)c1ccccc1F)NC1CCCCC1 under CHRM5 PAM: 4.8
Value of COc1ccc(C2=NN(C(C)=O)C(c3cccs3)C2)cc1OC (stereo unspecified) under M5 antag: -65.5

The list continues:
SMILES	CHRM5 agonist	CHRM5 PAM	M5 antag	M4 PAM	CHRM4 agonist	CHO-K1 Ca ag	CHRM4 antagonist	M1 PAM parental	CHO-K1 Ca antag
CN(/N=C/c1ccc(O)cc1O)c1ncc(C(F)(F)F)cc1Cl	0.6	-1.1	-7.5	25.5	1.6	-0.4	-17.0	1.2	-10.2
COc1cccc(/C=N/NC(=O)c2nnn(-c3nonc3N)c2-c2cccs2)c1	2.7	-6.9	10.5	1.1	5.6	2.9	2.3	9.2	0.5
CC(=O)c1cc(CN2CCC(n3nccc3NC(=O)c3ccccc3)CC2)cs1	-4.4	-10.3	23.1	-5.3	0.0	-0.4	10.1	-1.4	-1.7
S=C(NNC(=S)NC1CC2CCC1C2)NC1CC2C=CC1C2 (stereo unspecified)	2.1	-14.5	8.6	-2.1	4.6	2.8	0.5	2.5	-8.8
CN(C)CC/C=C1/c2ccc(F)cc2Sc2ccc(Cl)cc21	-18.8	-29.0	98.7*	-15.8	11.8	7.4	99.8*	21.9	-10.7
Cc1cccc(C(=O)NCCCNC(=O)c2ccccn2)c1	-0.4	-0.9	8.4	-1.3	0.3	0.8	3.7	18.0	-8.4
Nc1nc(CN2CCN(c3ccccc3)CC2)nc(Nc2ccc(Cl)cc2)n1	0.2	-12.2	8.6	-5.5	7.5	4.0	-14.4	12.9	-9.7
CCCCNc1c(-c2cccc(OC)c2)nc2nc(C)cc(C)n12	1.0	-1.7	-2.7	6.4	0.7	0.8	-6.9	17.9	-18.9
COc1ccc(CNC(=O)COC(=O)CN2C(=O)COc3ccccc32)cc1	1.0	-4.0	-1.5	-1.2	0.9	0.4	3.8	-0.7	-6.4
COc1ccc(CN2CCN(Cc3nc4ccccc4s3)CC2CCO)c(C)c1C (stereo unspecified)	1.8	-7.7	6.9	-5.2	8.0	5.0	-9.7	21.9	-4.9
COc1ccccc1NC(=O)CSc1nnc(CNC(=O)c2ccco2)n1C	-3.4	1.9	1.9	2.1	1.9	0.0	-2.2	-5.0	4.1
COc1cc(C=C2C(=O)c3ccccc3C2=O)cc(OC)c1OC	-4.1	3.8	1.9	-4.0	0.5	0.0	4.0	11.7	-1.8
COc1cc(NC(=O)c2ccc3c(c2)OCO3)ccc1NC(=O)C(C)C	-1.3	-0.9	-0.1	5.3	1.9	1.6	-0.8	-5.2	4.6
O=C(Nc1cc(S(=O)(=O)Nc2ccccc2F)ccc1Cl)c1ccc(F)cc1F	5.5	4.9	-1.9	3.2	0.2	0.5	-2.9	26.6	-19.9
CN(C(=O)COC(=O)C1=COCCO1)c1c(N)n(Cc2ccccc2)c(=O)[nH]c1=O	3.8	4.8	-0.1	-1.5	0.5	0.6	10.3	-13.6	6.8
O=C(Nc1c(-c2ccc3c(c2)OCO3)[nH][nH]c1=O)c1ccccc1	0.7	-2.3	3.0	3.4	1.3	0.4	-8.9	13.4	-6.8

Assay outcomes from PubChem.
